# Bioassay records (PubChem)
# ARNT-TACC3 inh = disruptors of ARNT/TACC3 protein interaction, primary screen, biochemical, AlphaScreen, single concentration | AlphaScreen His-ARNT PAS-B/GST-TACC3 binding, luminescence; TACC3 fragment carries E629A point mutation | inhibition, % at 9.99 µM | 390,000 compounds, 0.66% hits | AID 623870, 2012;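 active means mean inhibition of replicates at least 50% and at least half of replicates each reaching 50%; inconclusive means half or more replicates reach 50% but mean below 50%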;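 further: 0% = complete ARNT plus TACC3 wells and 100% = ARNT alone without TACC3; many hits fall short of the cut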
# XiGFP reactiv = activators of inactive X chromosome reactivation, primary screen, imaging, XiGFP fibroblasts, GFP high-content imaging, set 2. AID 743238, 2013. activation, % at 7.58 µM. XiGFP mouse fibroblasts, % GFP-positive cells imaging, 3 d; cells co-treated with 5-aza-dC sensitizer; scaled so ellipticine positive control = 100%. 360,000 compounds, 0.055% hits;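 active means mean normalized replicate activation at least 10% and every replicate at or above 10%; inconclusive means only one of the two criteria met; inactive means mean below 10% and not all replicates reach 10%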;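 further: 0% = median of on-plate neutral control wells and 100% = ellipticine 6 µM median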
#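 System: SV40-immortalized XiGFP fibroblast cells, line 68-5-11 / Incubation: 3-day compound exposure, then 15 min fixation at room temperature / Compound: single concentration per compound, delivered by pin transfer / Buffer or medium: DMEM plus 5-aza-dC sensitizer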
# PAX8 reporter = inhibitors of PAX8-driven TPO luciferase reporter, primary screen, RMG-I cells, single concentration. AID 652154, 2013. 360,000 compounds, 1.2% hits. inhibition, % at 12.6 µM. SteadyGlo, 24 h;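 active means mean replicate inhibition at least 60% with every replicate also reaching 60%; inconclusive means only one of the two criteria is met; inactive means mean below 60% and not all replicates reaching 60%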;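 further: luciferase light reporting Pax8 driven TPO promoter activity; plate controls were median of neutral control wells for no effect and mitoxantrone controls for full effect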
# DENV2 CPE rescue = inhibitors of DENV2 cytopathic effect, primary screen, cell-based, plate reader, single concentration; 350,000 compounds, 1.7% hits; CPE inhibition, % at 9.99 µM; DENV2-infected cells, cytopathic effect rescue; AID 651640, 2012; in the data active means CPE inhibition above about 20%, passing the limit was not always enough; inconclusive means no clear call, values can overlap the other calls; tested in BHK-21 cells;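 further: 0% = median of neutral control wells and 100% = median of positive control wells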
# ERp5 block = inhibitors of ERp5-driven insulin aggregation, primary screen, biochemical, turbidity, absorbance 650 nm, single point; inhibition, % at 9.99 µM; AID 651711, 2012; 90 min; 350,000 compounds, 0.05% hits; Protein disulfide-isomerase A6 (Homo sapiens), Q15084;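 active means mean replicate inhibition above about 25%, with every replicate also reaching it, limit read from the data, passing the limit was not always enough; inconclusive means only one of those two criteria met; inactive means neither criterion met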
# Target sequence (Q15084 whole entry, looked up): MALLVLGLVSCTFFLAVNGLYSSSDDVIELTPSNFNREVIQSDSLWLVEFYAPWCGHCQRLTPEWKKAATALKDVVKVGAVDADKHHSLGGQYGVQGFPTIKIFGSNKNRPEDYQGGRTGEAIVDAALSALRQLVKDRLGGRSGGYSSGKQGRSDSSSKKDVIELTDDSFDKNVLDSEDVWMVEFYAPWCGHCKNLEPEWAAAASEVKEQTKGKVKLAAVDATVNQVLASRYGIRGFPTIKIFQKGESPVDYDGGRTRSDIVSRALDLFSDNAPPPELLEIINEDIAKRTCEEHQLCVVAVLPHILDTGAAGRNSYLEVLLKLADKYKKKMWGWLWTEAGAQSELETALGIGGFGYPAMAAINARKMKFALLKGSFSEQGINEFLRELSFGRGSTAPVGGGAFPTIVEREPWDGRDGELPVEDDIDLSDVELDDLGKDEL
# GSIS activator = GLuc luminescence reporter in INS-1E cells, primary screen for activators of glucose-dependent secretion of insulin | AID 743287, 2014 | activation, % at 16.6 µM | 370,000 compounds, 0.61% hits | INS-1E GLuc reporter insulin secretion, 2-3 h;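 active means lowest replicate activation of at least 40%, so every replicate reaches that level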;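 further: 0% = median of neutral control wells and 100% = median of IBMX positive control wells; some compounds called inactive have numbers as strong as hits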
# CFTR F508del cor = F508del CFTR correction, initial screen, CFBE line, single point | CFBE cells, YFP halide quenching; stimulated with forskolin plus potentiator P3; % fluorescence drop versus neutral controls | 350,000 compounds, 0.36% hits | activity (quench increase), % at 7.58 µM;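 active means mean added fluorescence quench of at least 8% versus neutral control, with both replicates also reaching 8%; inconclusive means only one of the mean or replicate conditions met; inactive means mean below 8% and not both replicates reaching 8%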;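 further: cells transiently co-express mutant CFTR-F508del with the halide-sensitive YFP; corrector assay measuring rescue of mutant channel to the surface after 24 h compound exposure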
# EWS-Fli block = EWS/Fli-driven NR0B1 reporter inhibitors, primary screen, A673 cells, NR0B1 luciferase, luminescence, MLPCN library. 350,000 compounds, 0.67% hits. AID 651661, 2012. viability-normalised. inhibition, % at 12.6 µM;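 active means mean inhibition of at least 50% after viability correction, with every replicate also passing that limit; inconclusive means mean reaches 50% but only one of two replicates passes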;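 further: firefly luciferase signal divided by Alamar Blue viability fluorescence both relative to DMSO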
# Active calls of the source: *; u = inconclusive; x = not tested or not shown; & = joins results of further samples.
SMILES,ARNT-TACC3 inh,XiGFP reactiv,PAX8 reporter,DENV2 CPE rescue,ERp5 block,GSIS activator,CFTR F508del cor,EWS-Fli block
O=c1[nH]c2ccccc2nc1/C=C(\O)C1CC1,-1,0.9,-47,x,x,6,x,x
COCCN(Cc1ccc(OC)cc1)c1c(C)nc2ccc(C(=O)Nc3ccc(NC(C)=O)cc3)cn12,x,0.4,13,-2,-3,25,-4.1,-4
CC(C)(C)NC(=O)C1(C)CCC(=O)N1C1CCN(Cc2ccccc2)CC1 (stereo not drawn),x,-0.1,-18,9,-3,0,0.2,-9
COCC1CCN(C(=O)CCc2nnc(CCCCc3ccccc3)o2)CC1,-3,0.0,-7,9,-3,5,-4.2,0
Cc1nnc(NC(=O)c2nc(S(=O)(=O)Cc3ccccc3C)ncc2Cl)s1,3,0.5,24,-7,3,-11,-2.9,x
CC(C)[C@H](NC(=O)N1c2ccccc2NC(=O)[C@@H]1C(C)C)C(=O)N1CCC(C(=O)O)CC1,-1,x,x,-7,-9,x,3.7,-10
CCCCNC(=O)CS(=O)Cc1nc(-c2cccc(C)c2)oc1C (stereo not drawn),1,0.0,13,-6,-6,x,-0.8,-2
COc1cc2c(cc1OC)CN(C(=O)CCNC(=O)c1ccc(Br)cc1)CC2,-1,0.2,x,-9,-1,-17,0.8,1
CC(C)C(=O)NCc1cc(-c2ccccc2)no1,-3,-0.3,-1,2,11,5,1.1,-12
CC(=O)c1cccc(NC(=O)C(C)OC(=O)c2cc(C)oc2C)c1 (stereo not drawn),-2,0.1,7,-2,-2,-1,4.4,1
CCOC(=O)N1CCC(N2CCCC(C(=O)c3cccc(OC)c3)C2)CC1 (stereo not drawn),-3,-0.1,13,-1,2,28,0.1,-3
Cc1noc(C)c1NC(=O)N[C@H]1C=C[C@@H](CC(=O)N2CCN(C)CC2)O[C@@H]1CO,-3,-0.3,-3,-8,0,-12,-0.5,-8
CCN(CC)C(=O)c1sc(NC(=O)C(C)C)c(C#N)c1C,2,0.0,10,-5,9,-3,1.4,10
Cc1ccnc(SCCn2c(N3CCC(C)CC3)nc3c2c(=O)[nH]c(=O)n3C)n1,-2,0.6,56,-8,1,x,-1.3,5
COCc1cccc(-c2csc(C(C)(O)c3cccc(F)c3)n2)c1 (stereo not drawn),x,-0.1,-11,4,3,x,0.7,-2
Cn1cnc(S(=O)(=O)N[C@@H]2C=C[C@@H](CC(=O)Nc3ccc(-c4ccccc4)cc3)O[C@@H]2CO)c1,24,-0.3,-3,5,3,2,2.4,-4
Cn1cnc(S(=O)(=O)N[C@@H]2CC[C@H](CC(=O)NCC3CC3)O[C@@H]2CO)c1,-12,-0.3,-15,3,0,4,0.3,1
COc1ccc(-c2c(C)nn3c(Cl)c(C)c(C)nc23)cc1,8,0.0,21,2,3,6,-4.3,16
CCCC(=O)N1CCN(c2nc3ccc(Cl)cc3s2)CC1,6,0.1,-158,1,-5,-34,1.3,x
O=S(=O)(c1ccccc1)N1CCCCN2[C@@H](CO)[C@H](c3ccc(C#Cc4cccnc4)cc3)[C@@H]2C1,2,0.0,-27,18,0,-9,2.1,-4
CCc1ccc(-n2cccc2/C=C2/C(=N)N3C(=NC2=O)SN=C3S(C)(=O)=O)cc1,4,0.0,9,x,x,-10,x,x
C[C@@H]1CCCCO[C@@H](CN(C)S(=O)(=O)c2ccccc2)[C@H](C)CN([C@H](C)CO)C(=O)c2cc(NS(=O)(=O)c3cccs3)ccc2O1,4,0.0,27,-10,7,8,-3.2,-11
O=C(c1cccc([N+](=O)[O-])c1)N1CCc2ccccc21,-1,0.1,4,4,8,x,0.1,4
CC(C)N(C[C@H]1N[C@@H](CO)[C@H]1c1ccccc1)C(=O)c1ccccc1,-8,x,-15,2,-1,x,-0.8,-3
CC1(C2CC2)NC(=O)N(CC(=O)N2CCN(c3ccccc3)CC2)C1=O (stereo not drawn),x,0.0,6,-3,-3,1,-4.5,13
O=c1c2ccccc2nnn1Cc1ccc(F)cc1,-4,0.0,12,8,4,-6,-6.9,-11
Nc1c(C(=O)N2CCOCC2)sc2nc3c(cc12)CCC3,-2,0.0,-80,1,1,-2,-2.4,-100
CC(C)NC(=O)Nc1ccc2c(c1)C(=O)N([C@H](C)CO)C[C@H](C)[C@H](CN(C)Cc1ccc(C(F)(F)F)cc1)OCCCC[C@H](C)O2,2,0.0,-16,19,-1,-7,0.1,13
O=C(COC(=O)C12CC3CC(CC(Br)(C3)C1)C2)Nc1cccnc1Cl,-7,0.0,-4,-4,-1,12,-3.5,-2
COc1ccc(C(C#N)CC(=O)c2ccc3c(c2)OCO3)cc1OC (stereo not drawn),x,-0.1,-7,4,0,67,14*,-1
COc1ccc(CN(C)C[C@H]2Oc3ccc(NC(=O)Nc4ccc5c(c4)OCO5)cc3C(=O)N([C@H](C)CO)C[C@H]2C)cc1,8,0.0,x,-3,-2,-14,0.5,-7
COc1ccc(Cl)cc1NS(=O)(=O)c1cccc(C(=O)NCCCN2CCCC2=O)c1,-6,0.0,14,4,5,-8,-0.4,x
O=C(N=C1SC2CS(=O)(=O)CC2N1Cc1ccccc1Cl)C1CC1 (stereo not drawn),-3,0.0,1,7,-1,83,3.5,-7
CCOC(=O)c1sc(NC(=O)CSc2nccn2C)nc1C,2,0.0,-105,9,3,32,-0.6,x
Cn1nnnc1SCC(=O)NC1CCCC1,x,0.5,-5,-2,-8,-3,0.0,-2
CN1CC[C@@H]2C(=O)N3CCc4ccc(-c5ccc6c(c5)OCO6)cc4[C@@H]3C[C@@H]21,2,x,-32,3,3,-1,-2.4,-2
C=CCC1CCCC(=O)N2CC[C@H](O)C12 (stereo partly drawn),-15,0.0,-21,x,x,24,2.6,8
CCOC(=O)c1sc(=NC(=O)C2CC2)n(C)c1C,2,0.0,-22,6,3,4,-1.2,-2
CNC[C@H]1Oc2cc(C#Cc3ccc(F)cc3)ccc2S(=O)(=O)N([C@H](C)CO)C[C@@H]1C,17,-0.7,33,u,x,-30,0.9,13
CCOc1ccccc1NC(=O)CSc1nc(=O)n(CCN2CCOCC2)c2c1CCCC2,0,-0.3,14,-1,5,1,-0.3,6
Cc1cc(C)c(S(=O)(=O)Cc2ccc(Cl)cc2)c(=O)[nH]1,-4,0.2,0,5,-2,-9,-0.5,-10
Cc1cccc(CN2[C@H](COCc3ccccc3)C=CS2(=O)=O)c1,x,0.0,-13,-4,2,x,3.9,9
NC(=S)NNC(=O)Nc1cccc(Cl)c1,-7,0.4,-4,7,0,36,x,-13
CCN1[C@H](C(=O)OC)[C@@H](CO)[C@@H]2Cn3c(ccc(-c4cccc(F)c4)c3=O)[C@@H]21,x,0.0,x,u,0,-5,-2.3,0
CO[C@H]1CN(C)C(=O)c2ccc(NC(=O)C3CCC3)cc2OC[C@@H](C)N(Cc2ccncc2)C[C@H]1C,-15,-0.2,6,-11,-4,-4,5.3,42
O=c1[nH][nH]c(-c2ccccc2)c1C=Nc1ccc(OC(F)(F)F)cc1,33,0.0,29,3,3,-16,-0.4,14
C#CCOCCOCCOCCNc1nc(N2CCN(C(=O)Cn3cc(CCO)nn3)CC2)nc(N2CCN(C(=O)[C@H](CCCCN)n3cc(CC(C)O)nn3)CC2)n1 (stereo partly drawn),-2,0.2,-4,-5,-2,3,-0.5,1
CO[C@H]1CN(C)C(=O)c2ccc(NC(=O)c3cc(C)on3)cc2OC[C@H](C)N(C(=O)C2CC2)C[C@H]1C,-15,0.6,0,-2,-1,23,-0.8,-4
O=C(CN(CCc1ccccc1)C(=O)c1csnn1)NC1CCCC1,-23,0.3,0,-2,2,-2,-2.2,-4
ClC(Cl)(Cl)c1nc(N/N=C/c2ccncc2)c2ccccc2n1,-4,0.4,-10,-1,0,2,0.8,7
Cc1ccc2cccc(OC(=O)c3c(F)cccc3Cl)c2n1,x,0.0,9,-8,-5,12,1.1,6
CC(Sc1nnc(-c2ccco2)n1C)C(=O)NC1CCCC1 (stereo not drawn),x,-0.1,1,10,1,x,3.7,6
CN(C)c1cccc(NC(=O)c2ccco2)c1,5,0.0,2,-3,-3,8,-4.0,-5
COC(=O)Cc1c(C(=O)OC)nnn1-c1ccc(OC)cc1,0,0.1,0,7,4,-12,-0.8,-8
O=c1[nH]c(=S)[nH]c2c1[C@H](CCc1cccc(Cl)c1)O[C@H](C1CC1)C2,x,0.0,10,-6,1,-4,0.6,3
CCN(CC)c1ccc2nc3c4ccccc4c(=O)cc-3oc2c1,x,0.3,-133,0,-3,-16,2.4,u
COc1ccc2c(C(=O)NCCCCO)c(-c3ccc(S(C)(=O)=O)cc3)sc2c1,3,0.0,2,-1,-3,7,1.2,-2
Cc1ccccc1OCc1nnc(SCC(=O)O)n1-c1ccccc1,-6,0.1,0,1,0,0,0.1,-3
C[C@H](CO)N1C[C@H](C)[C@H](CN(C)S(=O)(=O)c2cccs2)Oc2c(NC(=O)Nc3ccc(F)cc3)cccc2C1=O,2,0.5,68*,-4,5,-10,-4.3,-15
CCCC#Cc1cnc2c(c1)C(=O)N([C@@H](C)CO)C[C@H](C)[C@@H](CN(C)Cc1ccc3c(c1)OCO3)O2,x,1.0,-23,-11,x,-2,3.0,-3
# Remaining list, next part:
SMILES,ARNT-TACC3 inh,XiGFP reactiv,PAX8 reporter,DENV2 CPE rescue,ERp5 block,GSIS activator,CFTR F508del cor,EWS-Fli block
CCN(CC)C(=O)CSc1nnc(-c2c[nH]c3ccccc23)o1,-1,0.0,-46,-4,-3,0,0.5,-61
Cc1nnc(SCC(=O)N2c3ccccc3Sc3ccccc32)n1N,8,x,x,6,3,7,1.8,1
CN(C)C(=O)C[C@H]1C[C@H]2c3cc(NC(=O)Nc4ccccc4)ccc3O[C@H]2[C@H](CO)O1,2,-0.1,11,-8,x,-8,-1.2,2
C/C=C/c1ccc([C@H]2[C@@H](CNC(=O)C3CC3)N(C(=O)CC)[C@H]2CO)cc1,-3,0.0,-3,-9,0,-1,0.7,1
COc1ccc(NC(=O)C2C3C=CC4(O3)C2C(=O)N(CCN2CCCCC2C)C4C(=O)NC2CCCCC2)cc1 (stereo not drawn),2,0.0,10,-6,-7,6,-2.9,26
C[C@H]1CN([C@@H](C)CO)C(=O)c2cc(NC(=O)CCC(F)(F)F)ccc2O[C@H]1CN(C)Cc1ccncc1,-8,0.0,-23,0,3,0,1.1,0
Cc1ccc(Cl)cc1N(CC(=O)N1CCOCC1)S(C)(=O)=O,6,0.0,-21,-4,3,22,0.3,3
CCN(CC)C(=O)CSC1=C(C#N)C(c2ccco2)C(C(=O)OCCOC)=C(C)N1 (stereo not drawn),0&-7,0.1&0.1,0&5,-10,-7,2,2.1,8

# Shown as a hit in CFTR F508del cor (from the list above):
smiles	ARNT-TACC3 inh	DENV2 CPE rescue	ERp5 block	GSIS activator	CFTR F508del cor
COc1ccc(C(C#N)CC(=O)c2ccc3c(c2)OCO3)cc1OC (stereo not drawn)	x	4	0	67	14*

# Hits appear at their usual frequency; any-hit rate near 4.2%.
